Screening results deposited in PubChem BioAssay by National Center for Advancing Translational Sciences (NCATS).
Mito fusion act: qHTS Assay for Small Molecule Inhibitors of Mitochondrial Division or Activators of Mitochondrial Fusion | hit rate 0.23% among 320,000 | S. cerevisiae fusion-defective mutant growth rescue, CellTiterGlo 48 h | Potency, µM (doses to about 46.1 µM), without a hit: top-dose growth rescue (activation), hits mostly activators;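 further: potency means the concentration at half of the fitted maximal effect; % of control where 0% means no effect; nearly all actives have a fitted effect of over 45% in size; temperature-sensitive fusion mutants such as fzo1-1 at 37 °C on non-fermentable ethanol glycerol medium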
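Compounds are tested for their ability to restore growth of mitochondrial fusion-defective yeast strains at non-permissive 37C in YPEG medium over 48 hours. Viability is quantified by luciferase luminescence.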
Menin-MLL TR inh: qHTS Assay for Inhibitors Targeting the Menin-MLL Interaction in MLL Related Leukemias: Competition With Texas Red Labeled MLL-derived Mutant Peptide. O00255. Menin + Texas Red MLL mutant peptide, fluorescence polarization. Potency, µM (doses to about 61.6 µM), without a hit: top-dose FP activity change, negative = inhibition, hits mostly inhibitors. hit rate 0.23% among 270,000. AID 1768, 2009; active means well fitted inhibition curve with a large enough effect in the polarisation, with a control signal flat, not every such curve was filed as active; inconclusive means small, poorly fitted or top-dose-only effect, or effect the other way, or a change in a side signal; inactive means no such curve, though single readings can be large or run the other way; the % refers to the polarisation; further: potency means the concentration at half of the fitted maximal effect; % of control where 0% means no effect; many of its hits are not listed in these tables
TCR activator: Activators of T cell receptors: qHTS campaign; primary human leukocytes, anti-CD3, IL-2 HTRF, 48 h; Potency, µM (doses to about 9.22 µM), without a hit: at the top dose activation of IL-2 secretion, most hits filed as activators; 330,000 tested, under 10 active; further: % of control where 0% means no effect
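Primary human leukocytes receive a-CD3 beads and test compound and are incubated 48 hr. Secreted IL-2 is then assayed by HTRF, measuring 665nm acceptor emission after 320nm excitation of the europium donor.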
Integrin act MD: qHTS for Activators of Integrin-Mediated Alleviation for Muscular Dystrophy; alpha7betagal myoblasts, beta-gal FDG fluorescence, 48 h; Potency, µM (top dose mostly 38.3 µM), for inactives: top-dose activation, most hits filed as activators; hit rate 0.064% among 350,000;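 further: potency means the concentration at half of the fitted maximal effect; 100% = response of the positive control SU9516; nearly all actives have a fitted effect of over 60% in size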
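alpha7betagal+/- myoblasts (passage 13, 250/well) treated 48 h at 37C with compounds at 1:260 dilution of DMSO stock. Lysed, then beta-galactosidase activity read as FDG fluorescence (ex 480/em 540) after 30 min, with pre-read for autofluorescence.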
PTAP TSG101 blk: qHTS Assay for Iinhibitors of HIV-1 Budding by Blocking the Interaction of PTAP/TSG101. 340,000 tested, under 10 active. AID 493005, 2010. Tumor susceptibility gene 101 protein (Homo sapiens), Q99816. Potency, µM (doses to about 115 µM), for the others: at the highest dose activity change, negative = inhibition, actives largely listed as inhibitors. Fluorescence polarization, FITC-PTAP peptide / Tsg101 binding; active means well fitted inhibition curve with a large enough effect in the main read-out, with a control signal flat, not every such curve was filed as active; inconclusive means small, poorly fitted or top-dose-only effect, or effect the other way, or a change in a side signal; inactive means no such curve, though single readings can be large or run the other way; further: potency means the concentration at half of the fitted maximal effect; % of control where 0% means no effect
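Compounds were pin-transferred onto Tsg101 binding domain (10 uM final) in HEPES pH 7.5 buffer, then FITC-PTAP peptide was added at 50 nM final. After 20 min at RT, polarization reported peptide displacement across a qHTS concentration series.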
MLL CXXC-DNA inh: qHTS Fluorescence Polarization Assay for Inhibitors of MLL CXXC domain - DNA interaction. Histone-lysine N-methyltransferase 2A (Homo sapiens), Q03164. MLL-CXXC / FITC-HOXA9 DNA fluorescence polarization. Potency, µM (doses to about 115 µM), for inactives: top-dose activity change, negative = inhibition, actives largely listed as inhibitors. hit rate 0.037% among 290,000; active means well fitted inhibition curve with a large enough effect in the polarisation, with a control signal flat, not every such curve was filed as active; inconclusive means small, poorly fitted or top-dose-only effect, or effect the other way, or a change in a side signal; inactive means no such curve, though single readings can be large or run the other way; the % refers to the polarisation; further: potency means the concentration at half of the fitted maximal effect
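Purified MLL-CXXC (added from a 7 uM solution) was preincubated 5 min at ambient with pinned compounds in 50 mM Tris-HCl pH 7.5, 50 mM NaCl, 1 mM DTT, 0.05% BSA. Fluorescein-labeled HOX-A9 DNA (50 nM solution) followed, 30 min, then polarization read.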
AT treatment: qHTS Assay for Identifying a Potential Treatment of Ataxia-Telangiectasia; Potency, µM (top dose mostly 57.5 µM), inactives show top-dose activation, most hits filed as activators; AID 485349, 2010; […] A-T fibroblasts, KAP-1 phosphorylation AlphaLISA; neocarzinostatin DNA damage 30 min before lysis; hit rate 0.19% among 320,000; further: potency means the concentration at half of the fitted maximal effect; % of control where 0% means no effect; nearly all actives have a fitted effect of over 45% in size
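hTERT-immortalized A-T patient fibroblasts ([…]), 500 cells/well in OPTI-MEM, 1% FBS, got compounds for 60 min, then NCS for 30 min at 37C. Lysates were then assayed for phospho-KAP-1 by AlphaLISA (anti-pKAP1 donor, anti-KAP1 acceptor beads), 6 hr at 25C.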
TSHR antagonist: Antagonists of the Thyroid Stimulating Hormone Receptor: HTS campaign | activity change, negative = inhibition, % at 11.5 µM | TSHR-expressing cells, TSH-stimulated cAMP HTRF, 2 h; active compounds read low | hit rate 0.2% among 330,000 | Thyrotropin receptor (Homo sapiens), P16473;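 active means activity change below a set negative limit, meaning inhibition stronger than a set level, cut at about -70% in these data; inconclusive means activity change between two set negative limits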; further: on the % scale 0 is the no-effect control and ±100 the full control effect
Target sequence (P16473 whole entry, looked up): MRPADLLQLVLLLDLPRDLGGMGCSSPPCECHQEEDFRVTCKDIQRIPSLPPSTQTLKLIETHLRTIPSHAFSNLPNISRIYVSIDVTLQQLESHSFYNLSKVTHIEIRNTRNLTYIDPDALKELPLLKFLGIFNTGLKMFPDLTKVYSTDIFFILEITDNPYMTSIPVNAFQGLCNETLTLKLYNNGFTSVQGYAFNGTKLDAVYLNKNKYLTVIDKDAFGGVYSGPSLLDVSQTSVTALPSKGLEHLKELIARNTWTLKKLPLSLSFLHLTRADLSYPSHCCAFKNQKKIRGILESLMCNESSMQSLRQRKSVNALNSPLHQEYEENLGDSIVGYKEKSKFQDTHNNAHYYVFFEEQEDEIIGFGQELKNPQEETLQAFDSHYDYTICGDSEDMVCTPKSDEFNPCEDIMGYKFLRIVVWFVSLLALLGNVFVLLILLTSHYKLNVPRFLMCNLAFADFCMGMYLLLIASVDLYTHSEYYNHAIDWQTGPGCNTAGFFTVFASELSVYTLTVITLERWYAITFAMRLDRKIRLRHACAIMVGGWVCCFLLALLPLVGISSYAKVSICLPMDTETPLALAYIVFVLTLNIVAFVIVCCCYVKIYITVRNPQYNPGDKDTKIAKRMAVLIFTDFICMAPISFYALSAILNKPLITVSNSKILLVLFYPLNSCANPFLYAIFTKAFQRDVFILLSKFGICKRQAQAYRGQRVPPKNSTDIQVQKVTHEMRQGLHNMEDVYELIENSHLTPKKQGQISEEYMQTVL
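Antagonism was scored as loss of TSH-driven cAMP in TSHR cells, stimulated with 4nM TSH (EC80) for 2 hours at 37 deg C and detected by homogeneous HTRF competition immunoassay.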
MBNL1 CUG block: qHTS Assay for Inhibitors of MBNL1-poly(CUG) RNA binding; Potency, µM (highest dose often 57.5 µM), for inactives: at the top dose activity change, negative = inhibition, usual class: inhibitors; AID 2675, 2010; Muscleblind-like protein 1 (Homo sapiens), Q9NR56; TR-FRET MBNL1-His/biotin-(CUG)12 binding, 665/545 ratio; hit rate 0.036% among 280,000; active means well fitted inhibition curve with a large enough effect in the signal ratio, with a control signal flat, not every such curve was filed as active; inconclusive means small, poorly fitted or top-dose-only effect, or effect the other way, or a change in a side signal; inactive means no such curve, though single readings can be large or run the other way; the % refers to the signal ratio; further: potency means the concentration at half of the fitted maximal effect; on the % scale 0 is the no-effect control and ±100 the full control effect
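TR-FRET readout: Ex 340 nm, 665/545 nm emission ratio, normalized to buffer-only (basal) and MBNL1-(CUG)12 controls. Complex of MBNL1-His with Biotin-(CUG)12, compounds 92 nM–58 uM, incubated 60 min at room temperature.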
ASM inhibitor: Inhibitors of Secretory Acid Sphingomyelinase (S-ASM): qHTS; Sphingomyelin phosphodiesterase (Homo sapiens), P17405; placental ASM, HMU-PC fluorogenic substrate, 60 min; Potency, µM (titrated, usually from 57.5 µM), inactives show at the top dose activity change, negative = inhibition, most hits filed as inhibitors; hit rate 0.006% among 340,000; AID 504937, 2011; further: potency means the concentration at half of the fitted maximal effect
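Fluorescence read-out (Ex 386 nm, Em 447 nm) after stopping the reaction at pH 10. Enzyme: ASM from human placenta; substrate HMU-PC0, 9 uM final; 60 min, 37 °C. Compound preincubation 10 min, ambient temperature.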
Starred values were filed as active, the others as inactive; ? = inconclusive; · = no result given; [ ] = another dose, or the depositor's remark. Unless noted, the call rests on the fitted dose curve; in most records, active means well fitted curve in the direction sought with a large enough effect; inconclusive means small, poorly fitted or top-dose-only effect, or another doubt; inactive means no such curve, though single readings can be large; an effect the other way counts as inactive or inconclusive.

Results follow in this order: Mito fusion act, Menin-MLL TR inh, TCR activator, Integrin act MD, PTAP TSG101 blk, MLL CXXC-DNA inh, AT treatment, TSHR antagonist, MBNL1 CUG block, ASM inhibitor
C[C@H](CO)N1C[C@H](C)[C@@H](CN(C)CC2CCCCC2)Oc2c(NC(=O)CCC(F)(F)F)cccc2C1=O
  ·, ·, -6%, 9%, -7%, ·, 0%, 9, ·, -8%
C[C@H](NC(=O)c1ccccc1)C(=O)N1CCN(Cc2ccc3c(c2)OCO3)CC1
  ·, ·, 2%, -2%, -2%, ·, -3%, -9, ·, -1%
O=C(COc1ccc2c3c(c(=O)oc2c1)CCC3)N1CCCC1
  -4%, -4%, -1%, -50%[inhibitor], -2%, 3%, -4%, 1, 8%, 115%[activator]
COc1cc(NC(=O)c2ccc([N+](=O)[O-])o2)ccc1NC(=O)c1ccco1
  -26%, ?, 2%, 19%, -3%, 26%, -1%, -11, ?, -3%
Cc1ccc(OCCn2c3ccccc3n3nc(C)c(=O)nc23)cc1
  -12%, ?, -9%, -14%, 0%, 39%[activator], 5%, -7, -6%, -2%
CCOC(=O)[C@H]1[C@H]2COc3ccc(Cl)cc3[C@@H]2N2C(=O)c3cc(F)c(F)cc3NC(=O)[C@@]12C
  21%, ·, 5%, 0%, 4%, ·, 14%, -7, ·, 3%
CC1(C)Cc2c(sc3nc(-c4cc5ccccc5o4)n(N)c(=O)c23)CO1
  7%, -6%, 5%, 10%[7.66 µM], -11%, 5%, 3%, -9, 23%, 105%[activator]
O=C(/C=C/c1ccc(OCCCF)cc1)NCc1ccc(Cl)c(Cl)c1
  -6%, 15%, -4%, -3%, -1%, 7%, 6%, -3, 0%, -8%
CCOc1ccc(CCNC(=O)C2CC(=O)N(CCc3ccccc3)C2)cc1OCC (configuration not stated)
  -3%, -4%, -2%, 17%, -4%, 2%, 4%, 17, -3%, 6%
CC(Oc1ccc(Br)cc1)C(=O)Nc1ccc(S(=O)(=O)N(C)C2CCN(C)CC2)cc1 (configuration not stated)
  -9%, ·, 0%, -33%, -1%, ·, -3%, 8, ·, -2%
CN(Cc1cccc2cnccc12)C(=O)CCc1nnc(CCc2ccccc2)o1
  3%, -13%, 0%, -12%, -2%, 42%[activator], 10%, -25, 5%, 0%
COc1ccc(CN(C)C(=O)c2ccc(NS(=O)(=O)c3ccc(F)cc3)cc2)c(OC)c1OC
  1%, ·, 4%, 2%, 0%, -5%, 12%, -11, -8%, 1%
CSc1nc(-c2ccc(C)cc2)nc(C(Cl)Cl)n1
  -3%, ·, 1%, -19%, 1%, -3%, -5%, 6, -9%, 1%
Cc1ccc(C(c2nnnn2C2CCCC2)N2CCN3CCCC3C2)cc1 (configuration not stated)
  -2%, ?, ·, -12%, -1%, -5%, 1%, -5, 6%, -1%
COc1ccc(CN2CCS(=O)(=O)CC2)cc1OC
  1%, -1%, 1%, 15%, -4%, -1%, 0%, 3, -4%, 7%
Nc1nn(-c2ccccc2)c(N)c1N=Nc1ccc2c(c1)OCO2
  6%, 13%, -2%[46.1 µM], ?, -2%, -8%, ?, -13, ?, -13%
Cc1ccc(C2=NS(=O)(=O)N(C)C(C(=O)NCc3ccccn3)=C2)cc1
  3%, 0%, 3%, 11%, -5%, ·, -1%, -9, ?, 0%
O=[N+]([O-])c1ccccc1CN1CCN(Cc2ccccn2)CC1
  2%, -11%, 8%, -14%, -8%, 12%, 1%, 4, 0%, -2%
CCN(CC)C(=O)NCc1c(C)cc(C)cc1C
  -1%, -4%, 12%, -20%, -2%, 10%, -9%, 0, -7%, 2%
O=C1C2CC=C(Cl)CC2C(=O)N1CCC[n+]1ccccc1 (configuration not stated)
  -3%, -20%, 1%, 7%, -5%, 6%, 13%, 8, -3%, -3%
COc1cc(OC)cc(C(=O)NCC(=O)NCCN2C(=O)S/C(=C\c3ccc4c(c3)OCO4)C2=O)c1
  ·, ·, -3%, 8%, -3%, ·, ·, ·, ·, 6%
C#CCOCCOCCOCCNc1nc(N2CCN(C(=O)[C@H](CCC(=O)O)n3cc(C(N)CC(C)C)nn3)CC2)nc(N2CCN(C(=O)[C@H](Cc3cc4ccccc4[nH]3)n3cc(C(N)CC(C)C)nn3)CC2)n1 (some centres not stated)
  1%, ?, -11%, -11%, ·, -18%, -15%, 11, -18%, 25%
COc1cccc(-n2nc3c(-n4ncc(C#N)c4N)nnc(C)c3c2C)c1
  4%, -14%, 0%[46.1 µM], -2%, -2%, 0%, 3%, 11, 9%, 0%
O=C(OCc1cc2ccccc2[nH]c1=O)c1cccc([N+](=O)[O-])c1
  2%, ·, -3%, 20%, -1%, 14%, 2%, -7, 21%, 0%
c1ccc(-c2cc(N3CCOCC3)nc(-c3ccccc3)n2)cc1
  8%, 18%, -4%, ?, 0%, 7%, -3%, 65, -1%, -2%
Cc1c(Cl)sn(-c2ccc(Cl)cc2)c1=O
  1%, 38%[activator], 7%, -43%[inhibitor], 0%, 9%, -11%, -88*, -8%, 1%
O=C(CSc1n[nH]c(=O)[nH]c1=O)N/N=C/C=C/c1ccccc1
  3%, ·, 3%, 17%, 0%, 3%, ?, 21, ?, -4%
O=C(NNC(=O)c1ccc(O)cc1O)c1ccc(-c2ccccc2)cc1
  5%, ?, -4%, -46%[inhibitor], 1%, 0%, -2%, 12, 57%[activator], -1%
COc1ccc(-c2cc(C)no2)cc1S(=O)(=O)N1CCOc2ccc(C)cc21
  3%, ·, 4%, ?, 0%, 11%, 0%, -13, -6%, 5%
O=C(Nc1nc2ccccc2[nH]1)C12CC3CC(CC(C3)C1)C2
  ?, ·, 0%, -8%, -1%, 2%, 0%, 0, -5%, 1%
CCOc1ccc(CCNC(=O)CCNS(=O)(=O)c2ccc3c(c2)CCN3C(C)=O)cc1OCC
  -3%, 12%, 7%, 0%, -3%, -5%, -2%, -5, 3%, -2%
Cc1ccc(/C=C/C(=O)O)cc1S(=O)(=O)NC1CCS(=O)(=O)C1 (configuration not stated)
  1%, 4%, 2%, -24%, -2%, 1%, 5%, -3, 3%, -3%
O=C(C1CCN(C2CCN(Cc3ccc4c(c3)CCO4)CC2)CC1)N1CCCC1
  0%, 7%, -3%, -3%, -2%, -1%, -3%, -1, 2%, 2%
COC(=O)Cc1c(C)c2ccc(OCC(=O)N(C)C)cc2oc1=O
  -2%, -2%, 8%, ?, 5%, -1%, 1%, -8, 8%, 7%
COC(=O)CN1C(c2ccccc2)=Nc2ccc(Cl)cc2C1c1ccccc1 (configuration not stated)
  -4%, -1%, 4%, 12%, -5%, -7%, -6%, 1, 7%, 1%
CN(c1ccc(F)cc1)S(=O)(=O)c1ccc(Cl)c(C(=O)NCC2CCCO2)c1 (configuration not stated)
  1%, ·, 5%, 17%, -2%, ·, 19%, -3, ·, 7%

Quoted from above, 2 compounds:
Results follow in this order: Mito fusion act, Menin-MLL TR inh, TCR activator, Integrin act MD, PTAP TSG101 blk, MLL CXXC-DNA inh, AT treatment, TSHR antagonist, MBNL1 CUG block, ASM inhibitor
CCOc1ccc(CCNC(=O)CCNS(=O)(=O)c2ccc3c(c2)CCN3C(C)=O)cc1OCC
  -3%, 12%, 7%, 0%, -3%, -5%, -2%, -5, 3%, -2%
Cc1ccc(/C=C/C(=O)O)cc1S(=O)(=O)NC1CCS(=O)(=O)C1 (configuration not stated)
  1%, 4%, 2%, -24%, -2%, 1%, 5%, -3, 3%, -3%

Only part of the results is shown (hit frequency here may not be typical).
